HT1080NT lethal: qHTS for induction of synthetic lethality in tumor cells producing 2HG: qHTS for the HT-1080-NT fibrosarcoma cell line; HT-1080-NT fibrosarcoma viability, CellTiter-Glo ATP luminescence, 48 h; Potency, µM (doses to about 46.1 µM), inactives show at the highest dose activity, negative = less viability, hits mostly cytotoxic; 1.6% of 360,000 active;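 note: NT is the 2HG producing partner of a matched IDH1 knockdown line; potency is the fitted concentration of half-maximal effect; 0% = DMSO-treated cells and -100% = media-only wells without cells; nearly all actives have a fitted effect of over 55% in size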
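HT-1080-NT; 750 cells/well; 5% FBS RPMI; 48 h compound, 37 degrees C; CellTiter-Glo luminescence; curve fitting and curve-class assignment.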
ATXN viability: Viability Counterscreen for Primary qHTS for Inhibitors of ATXN expression. S2 cells (HEK-293 line with an ATXN2-luciferase reporter) viability, CellTiter-Fluor protease fluorescence, 24 h. Potency, µM (series often up to 56.7 µM), actives largely listed as cytotoxic. 0.49% of 400,000 active; note: potency is the fitted concentration of half-maximal effect; nearly all actives have a fitted effect of over 40% in size
IL1B secr inh: qHTS for Inhibitors of Inflammasome Signaling: IL-1-beta AlphaLISA Primary Screen. THP-1 LPS/ATP IL-1B secretion, AlphaLISA, 16 h; active compounds read low. activity change, % at 57.5 µM. 4.7% of 360,000 active. AID 743279, 2014; in the data active = activity change below about -50%; inconclusive = mostly about -30% to -49%; note: % is set by controls: 0 for no effect and ±100 for the full control effect
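THP-1 cells pretreated 1 hr with compounds (up to 57.5 uM final), then stimulated with LPS (250 ng/mL final) plus ATP (1.25 mM final); secreted IL-1B measured by AlphaLISA after 16 hr, decreased signal indicating inhibition.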
HepG2 viability: qHTS for Inhibitors of TGF-b: Cytotox Counterscreen. Potency, µM (titrated, usually from 46.1 µM), for inactives: at the top dose activity change, negative = cytotoxicity, actives largely listed as cytotoxic. AID 588856, 2011. HepG2 CAGA-GFP viability, ATP luminescence, 18 h. 0.76% of 410,000 active; note: potency is the fitted concentration of half-maximal effect; some results filed as inactive show a strong effect at the top dose
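HepG2 CAGA-GFP cells (1000/well, DMEM with 1% FBS) received compound, then TGF-beta at 500 pg/mL final, and were incubated 18 hours at 37 degrees C. Viability was read by CellTiter-Glo luminescence. Media-only wells were set as complete cell-killing and DMSO as no toxicity.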
KB-3-1 cytotox: qHTS assay for MDR1-selective chemotherapeutics: Primary screen using the parental adenocarcinoma cell KB-3-1. KB-3-1 viability, CellTiter-Glo ATP luminescence, 72 h. Potency, µM (doses to about 46.1 µM), without a hit: top-dose activity change, negative = cytotoxic, usual class: cytotoxic. 1.4% of 400,000 active; note: potency is the fitted concentration of half-maximal effect; % is set by controls: 0 for no effect and ±100 for the full control effect; nearly all actives have a fitted effect of over 60% in size
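Parental KB-3-1 viability, qHTS format: 72 h compound exposure, 37 °C; CellTiter-Glo; media-only wells and DMSO plates as controls; concentration-effect fits on corrected data.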
HT1080 IDH1KD tx: qHTS for induction of synthetic lethality in tumor cells producing 2HG: qHTS for the HT-1080-IDH1KD cell line; HT-1080 IDH1 knockdown viability, ATP luminescence, 48 h; Potency, µM (titrated, usually from 46.1 µM), for inactives: top-dose activity, negative = toxicity, hits mostly cytotoxic; 2% of 360,000 active; AID 686971, 2013;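 note: potency is the fitted concentration of half-maximal effect; 0% = DMSO wells and -100% = cell-free medium wells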
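CellTiter-Glo luminescence after 48 h compound exposure at 37 degrees C of IDH1-knockdown HT-1080 cells in 5% FBS RPMI. %Activity scaled between DMSO wells and cell-free media wells, with curves fitted and assigned curve classes.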
SW480 rereplic: A quantitative high throughput screen for small molecules that induce DNA re-replication in SW480 colon adenocarcinoma cells; SW480 DNA re-replication, Hoechst DNA content imaging, 48 h; Potency, µM (doses to about 46.1 µM), for inactives: at the highest dose re-replication activation, usual class: activators; 1.8% of 340,000 active; AID 624297, 2012; note: potency is the fitted concentration of half-maximal effect; % of control where 0% means no effect; nearly all actives have a fitted effect of over 55% in size
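250 cells/well; 23 nL cpd via pin tool; 48 hr, 37 C, 5% CO2; Hoechst 40 min; imager read of total nuclear intensity, ex 405/em 500-530 nm.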
ATXN2 expr inh: Primary qHTS for Inhibitors of ATXN expression. HEK-293 ATXN2-luciferase reporter, luminescence, 24 h. 0.72% of 360,000 active. Potency, µM (highest dose often 57 µM), for the others: at the top dose activity change, negative = inhibition, hits mostly inhibitors. AID 1745845, 2022; note: potency is the fitted concentration of half-maximal effect; % is set by controls: 0 for no effect and ±100 for the full control effect; nearly all actives have a fitted effect of over 55% in size
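ATXN2-luciferase reporter cells (luciferase flanked by upstream and downstream ATXN2 gene portions) were treated 24 h at 37 °C with compounds at up to 57 uM. SteadyGlo luminescence gave expression; GF-AFC fluorescence gave viability.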
MCF10A rerep: A quantitative high throughput screen for small molecules that induce DNA re-replication in MCF 10a normal breast cells; 2.9% of 350,000 active; Potency, µM (series often up to 46.1 µM), inactives show at the top dose activity, positive = re-replication, actives largely listed as activators; MCF 10A DNA re-replication, Hoechst nuclear intensity, 48 h; note: potency is the fitted concentration of half-maximal effect; % of control where 0% means no effect; nearly all actives have a fitted effect of over 50% in size
An asterisk follows results filed as active; i = inactive; ? = inconclusive; nt = no result given; & = joins results of further samples; [ ] = dose if it differs, or a comment. Unless noted, calls come from the whole dose curve; as a rule, active = well fitted curve in the direction sought with a large enough effect; inconclusive = small, poorly fitted or top-dose-only effect, or another doubt; inactive = no such curve, though single readings can be large; an effect the other way counts as inactive or inconclusive.

SMILES	HT1080NT lethal	ATXN viability	IL1B secr inh	HepG2 viability	KB-3-1 cytotox	HT1080 IDH1KD tx	SW480 rereplic	ATXN2 expr inh	MCF10A rerep
CCCCCOC(=O)NC1CCS(=O)(=O)C1 (stereo unspecified)	-6%	i	15	1%	0%	-6%	-41%[inhibitor]	-8%	-15%
CNc1cncc(-c2cccc(OC)c2F)n1	?	i	-6	8%	0%	14%	nt	60%[activator]	nt
NC(=O)CC(NC(=O)Cc1ccc(Br)cc1)c1ccc(N2CCC(Br)CC2)c([N+](=O)[O-])c1 (stereo unspecified)	-30%	?	9	-47%	0%	-23%	-24%	-37%	?
CC(C)(C)c1ccc(C(=O)N2CCC2(C)C(=O)NCc2cccc3ccccc23)cc1 (stereo unspecified)	?	?	0	-38%	?	?	nt	0%	nt
Clc1cccc(Cl)c1C1=NOC(c2nnc(-c3ccccc3)o2)C1 (stereo unspecified)	20%	i	-3	-1%	0%	16%	-1%	34%	-21%
O=C(Nc1nnc(S(=O)(=O)N2CCCCCC2)s1)c1ccccc1	-2%	i	-5	-15%&-14%	?	0%	13%	43%&26%[activator]	-7%
CCn1c2ccccc2c2cc(NC(=O)c3cccc([N+](=O)[O-])c3)ccc21	?	i	-13	-9%	-23%	?	?	-10%	?
COCCOC(=O)C1=C(C)NC(SCC(=O)NC(C)(C)C)=C(C#N)C1c1ccco1 (stereo unspecified)	-1%	i	-3	3%	-29%	-3%	18%	1%	?
Cc1nc2nc(NC(=O)C(C)(C)C)[nH]n2c(=O)c1Cc1ccccc1	nt	i	nt	-11%	-1%	nt	nt	5%	nt
COc1cc(Cl)c(C)cc1NC(=O)CSc1nnc(-c2ccccn2)n1Cc1ccco1	-1%	i	-7	-17%	4%	4%	-1%	-20%	17%

Only ATXN2 expr inh, IL1B secr inh and HT1080NT lethal, for 4 of the compounds above:
mol	ATXN2 expr inh	IL1B secr inh	HT1080NT lethal
Clc1cccc(Cl)c1C1=NOC(c2nnc(-c3ccccc3)o2)C1 (stereo unspecified)	34%	-3	20%
O=C(Nc1nnc(S(=O)(=O)N2CCCCCC2)s1)c1ccccc1	43%&26%[activator]	-5	-2%
CCn1c2ccccc2c2cc(NC(=O)c3cccc([N+](=O)[O-])c3)ccc21	-10%	-13	?
COCCOC(=O)C1=C(C)NC(SCC(=O)NC(C)(C)C)=C(C#N)C1c1ccco1 (stereo unspecified)	1%	-3	-1%

(cont.)
SMILES	HT1080NT lethal	ATXN viability	IL1B secr inh	HepG2 viability	KB-3-1 cytotox	HT1080 IDH1KD tx	SW480 rereplic	ATXN2 expr inh	MCF10A rerep
COc1ccc(Cl)cc1-n1c(C)cc(C(=O)OCC(=O)N2CC(=O)Nc3ccccc32)c1C	-28%	i	-23	-26%	?	-25%	?	-8%	?
CCOC(=O)c1c(N)c(C#N)c2n1CCCCC2	-1%	i	-17	0%	11%	-3%	-17%	-4%	30%
O=C(O)CCCCCN1C(=O)/C(=C/c2cn(-c3ccccc3)nc2-c2cccs2)SC1=S	?	?	-21	-9%	-28%	?	?	-30%	26%
Cc1ccc(S(=O)(=O)N/N=C/c2ccc(OC3CSC3)cc2)cc1	-13%	i	-18	-30%	0%	-13%	-40%[inhibitor]	-12%	-3%
COc1ccc([C@H]2CC(=O)C=C(/C=C/c3ccccc3)C2)cc1	1%	i	?	-2%	0%	2%	-6%	43%[activator]	13%
Cc1ccc(C(=O)N/C(=C\c2ccccc2F)c2nc(=S)[nH][nH]2)cc1	-2%	i	-1	-8%	0%	-2%	?	16%	-3%
O=C(CC(NC(=O)c1ccccc1Cl)c1ccccc1)NCCc1ccc(Cl)cc1 (stereo unspecified)	-1%	?	14	19%	3%	9%	-3%	-10%	4%
COc1ccc(-c2c(C)n([O-])c(C)c(C)[n+]2=O)cc1OC	1%	i	9	-39%	0%	0%	-11%	1%	-5%
CCOc1ccc(C(CC(=O)O)n2cnnn2)cc1OC (stereo unspecified)	19%	i	12	4%	2%	?	-3%	-13%[11.3 µM]	-5%
CC(=O)c1cccc(-c2ccnc3c2CC(C(=O)Nc2cccnc2)O3)c1 (stereo unspecified)	-5%	i	59	-17%	0%	-7%	nt	5%	nt
O=S(=O)(Nc1ccc2ccccc2n1)c1ccccc1	-8%	i	8	6%	5%	-6%	18%	10%	0%
CC(NC(=O)c1ccc(OC2CCN(Cc3ccccn3)CC2)cc1)c1nccs1 (stereo unspecified)	4%	i	0	-3%	3%	18%	-1%	10%	2%
O=C(NC(C(=O)c1ccccc1)N1CCOCC1)c1cccs1 (stereo unspecified)	-14%	i	10	-10%	-1%	?	24%	16%	?
COc1ccc(-c2nnc(SCC(=O)NCc3ccco3)n2C)cc1	27%	i	17	-1%	11%	-1%	-11%	2%	5%
COc1ccc(-c2cc(C(F)(F)F)n3nc(C(=O)NCC45CC6CC(CC(C6)C4)C5)cc3n2)cc1	nt	i	nt	-18%	?	nt	nt	8%	nt
CC1CCCN(c2nc3nonc3nc2N2CCCC(C)C2)C1 (stereo unspecified)	-3%	i	-3	13%	-16%	5%	-5%	-5%	17%
CCOC(=O)c1sc(NC(=O)Nc2ccccc2F)nc1C	0%	i	-3	-21%	-3%	-11%	0%	0%	4%
CC(C)CCNC(=O)CN(C(=O)CCC(=O)Nc1ccccn1)c1ccc2c(c1)OCCO2	17%	i	0	2%	11%	4%	-2%	-14%	4%
CC1CCc2ccccc2N1C(=N)N(C)C (stereo unspecified)	16%	i	3	-2%	5%	19%	-9%	-19%	-9%
COc1ccccc1NC(=O)Cn1c(C)cc(=O)c2cccc(OC)c21	?	?	?	-25%	-20%	?	-5%	-11%	18%
COc1ccc(CCNC(=O)C(=O)NCCOc2ccccc2)cc1OC	9%	i	17	7%	11%	10%	1%	0%	1%
O=C(Cc1cccs1)Nc1ccc(NC(=O)c2ccco2)cc1	6%	i	-4	-5%	-7%	2%	-5%	19%	?
CC(=O)C1(O)CCC2C3CCC4CC(=O)CCC4(C)C3C(=O)CC21C (stereo unspecified)	11%	i	11	1%	3%	16%	0%	10%	0%
O=C(NCc1cccnc1)c1cc2ccccc2oc1=O	4%[9.24 µM]	i	0	-24%	6%	7%	-3%	3%	-2%
CCOc1ccc2ccccc2c1C1NC(=S)N(C)C(C)=C1C(=O)OC (stereo unspecified)	-19%	i	13	3%	9%	-16%	-8%	-10%	8%
CCN(CC)C1=CC2=CC(=C(C#N)C#N)CCC2CC1 (stereo unspecified)	4%	nt	-2	5%	-5%	8%	0%	-23%[11.3 µM]	4%
Cc1onc(-c2c(F)cccc2Cl)c1C(=O)N1CCN(c2ncccn2)CC1	0%	i	4	-5%	1%	0%	0%	nt	-3%
CC(=O)c1cccc(NC(=O)C2=CC(c3ccc4c(c3)OCO4)=NS(=O)(=O)N2C)c1	-2%	i	-16	-10%&-13%	5%&2%	1%	-3%	-21%&-19%	3%
Cc1ccccc1NC(=O)/C(C#N)=C/c1ccccc1C(F)(F)F	-4%	i	-72*	-39%	8%	-3%	8%	-6%	28%
O=C(COC(=O)c1ccc(F)cc1F)c1ccc[nH]1	13%	i	-11	-2%	4%	3%	9%	6%	1%
COc1cccc(OC)c1C(=O)OCc1c(-c2ccccc2)ncc2ccccc12	-2%	i	-7	-7%	1%	-1%	1%	-17%	24%
CCOCc1nnc(NC(=O)c2cc(Cl)ccc2OC)s1	-2%	i	-25	-15%	6%	-22%	-4%	-13%	16%
CC1CCN(CC(=O)Nc2ccc(S(=O)(=O)N3C(C)CCCC3C)cc2)CC1 (stereo unspecified)	-13%	i	0	-2%	-13%	12%	-4%	-18%	1%
COC(=O)c1ccc(COc2ncnc3c(Cl)cc(Cl)cc23)o1	-13%	i	13	-10%	19%	-12%	-6%	-32%	12%
CC(C)CCN1C(=O)c2ccccc2C1c1nnnn1-c1ccc2c(c1)OCCO2 (stereo unspecified)	8%	i	-4	nt	5%	16%	nt	-4%	nt
Cc1ccc(OC2CCN(C(=O)C3CCC(=O)N(C4CC4)C3)CC2)cc1 (stereo unspecified)	3%	i	-5	0%	?	-2%	-4%	-4%	-1%
CC(C)(C)C(=O)NC(Nc1cccc2cccnc12)C(Cl)(Cl)Cl (stereo unspecified)	-26%	i	28	-7%	-21%	-26%	23µM*	-16%	21µM*
Cc1cccc(CCNC(=O)c2cc3c(=O)n(C)c4ccccc4c3n2C)c1	nt	i	nt	-13%	8%	nt	nt	-11%	nt
CCOC(=O)C1C(=O)NC(N2CCN(c3ccccc3)CC2)=NC1c1ccccc1 (stereo unspecified)	3%	i	11	3%	-5%	1%	-2%	5%	3%
CCN(CC)C(=O)Cn1c(=O)n(Cc2ccc(C(=O)NCc3ccccc3Cl)cc2)c(=O)c2ccccc21	nt	i	nt	-4%	?	nt	nt	2%	nt
CCCc1nc(SCC(=O)Nc2ccc(S(=O)(=O)N(C)C)cc2)c2ccccc2n1	1%	?	-11	-17%	4%	2%	?	-23%	18%
O=C(c1cccc(S(=O)(=O)NCc2ccccc2)c1)N1CCCC(C(F)(F)F)C1 (stereo unspecified)	-10%	i	-6	9%	-5%	-1%	-56%[inhibitor]	7%	-30%[inhibitor]
C=CCOc1ccc(/C=N/NC(=O)C2CCCC2)cc1OCC	2%	i	-25	1%	11%	-4%	-9%	6%	2%

Sorted by the number under IL1B secr inh (highest first): some entries from above
Molecule | IL1B secr inh | SW480 rereplic
COC(=O)c1ccc(COc2ncnc3c(Cl)cc(Cl)cc23)o1 | 13 | -6%
CC(C)CCN1C(=O)c2ccccc2C1c1nnnn1-c1ccc2c(c1)OCCO2 (stereo unspecified) | -4 | nt
Cc1ccc(OC2CCN(C(=O)C3CCC(=O)N(C4CC4)C3)CC2)cc1 (stereo unspecified) | -5 | -4%

Source: PubChem (National Center for Advancing Translational Sciences (NCATS))
